# PTHR1 agonist = activates the human parathyroid hormone receptor PTHR1; Potency, µM (titrated, usually from 115 µM), for the others: at the top dose activation, usual class: activators; HEK293 GP2 PTHR1 cells, GloSensor cAMP luminescence, 1 h; Q03431; AID 743266; hit rate 0.075% among 410,000; further: potency means the concentration at half of the fitted maximal effect; nearly all actives have a fitted effect of over 55% in size; some results filed as inactive show a strong effect at the top dose; inactives centre near -15; many of its hits are not listed in these tables
#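 HEK-293-derived GP2 cells expressing PTHR1 and a GloSensor cAMP reporter, 3,000/well, plated overnight, given luciferin plus IBMX (each 0.5 mM as added) for 1 h at 37 °C, then compound for 1 h at 37 °C. Luminescence was read after 15 min at room temperature.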
# GLP1R inv ag = acts as inverse agonist at human GLP-1 receptor; P43220; HEK293 GLP-1R CRE-luciferase, luminescence, 24 h; GLP-1R form is constitutively active; Potency, µM (series often up to 38.3 µM), for inactives: top-dose activity change, negative = inhibition, most hits filed as inhibitors; hit rate 1.6% among 410,000; AID 624417; further: potency means the concentration at half of the fitted maximal effect; on the % scale 0 is the no-effect control and ±100 the full control effect; nearly all actives have a fitted effect of over 55% in size
# Target sequence (P43220 whole entry, looked up): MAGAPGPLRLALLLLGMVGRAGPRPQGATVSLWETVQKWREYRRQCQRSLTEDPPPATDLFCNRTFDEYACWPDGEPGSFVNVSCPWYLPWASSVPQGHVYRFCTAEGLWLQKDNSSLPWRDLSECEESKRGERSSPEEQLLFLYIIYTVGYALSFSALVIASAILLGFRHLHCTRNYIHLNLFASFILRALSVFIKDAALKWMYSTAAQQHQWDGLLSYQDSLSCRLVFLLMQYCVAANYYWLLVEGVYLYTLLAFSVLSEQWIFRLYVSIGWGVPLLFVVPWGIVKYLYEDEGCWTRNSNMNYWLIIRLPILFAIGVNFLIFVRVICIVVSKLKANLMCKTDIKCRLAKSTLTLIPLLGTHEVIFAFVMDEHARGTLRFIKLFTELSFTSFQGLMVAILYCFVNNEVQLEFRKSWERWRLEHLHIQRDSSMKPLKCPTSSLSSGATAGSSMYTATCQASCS
#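 HEK293 cells stably co-expressing constitutively active GLP-1R and a cAMP-responsive luciferase reporter were seeded in DMEM with 10% Nu serum, given compounds after 12 h, and incubated 24 h at 37 deg C. Luminescence was then read.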
# GLP1R ag = agonists of human GLP-1 receptor | hit rate 0.007% among 380,000 | Potency, µM (series often up to 45.6 µM), inactives show top-dose activation, usual class: activators | P43220 | HEK293 GLP-1R CRE-luciferase, luminescence, 4-6 h; cells express a hypersensitive GLP-1R form; further: potency means the concentration at half of the fitted maximal effect; % of control where 0% means no effect
# DRD3 antagonist = D3 dopamine receptor (human) antagonism. AID 652054. D3R cells, DiscoveRx beta-arrestin luminescence, antagonist mode; active compounds read low. max response, negative = inhibition, %. hit rate 2.5% among 360,000; in the data active means max response below about -50%; inconclusive means no clear call, values can overlap the other calls; further: on the % scale 0 is the no-effect control and ±100 the full control effect; mostly tested at two doses, the higher about 12 µM
# Target sequence (P35462 whole entry, looked up): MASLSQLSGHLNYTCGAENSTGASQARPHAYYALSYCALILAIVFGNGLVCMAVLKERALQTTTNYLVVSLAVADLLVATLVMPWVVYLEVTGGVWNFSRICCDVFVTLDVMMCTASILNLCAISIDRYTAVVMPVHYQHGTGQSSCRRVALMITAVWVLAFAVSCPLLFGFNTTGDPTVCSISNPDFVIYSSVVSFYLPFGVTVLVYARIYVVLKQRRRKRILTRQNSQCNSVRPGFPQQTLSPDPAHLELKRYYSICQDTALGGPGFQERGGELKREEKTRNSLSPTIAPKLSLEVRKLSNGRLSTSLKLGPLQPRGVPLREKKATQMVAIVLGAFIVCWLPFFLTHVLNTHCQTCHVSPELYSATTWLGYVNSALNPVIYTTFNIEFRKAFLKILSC
#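 Cells expressing the human receptor were seeded at 1500 cells/well, incubated overnight at 37 degrees C in 5% CO2, then exposed to library compounds with dopamine controls for 90 minutes at 37 degrees C before luminescent detection.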
# Abeta rescue = compounds reversing amyloid beta toxicity in yeast | AID 1347071 | hit rate 0.063% among 410,000 | yeast expressing A-beta42, growth rescue, OD600, 48 h; response scale: 0% DMSO, 100% iron-clioquinol control | Potency, µM (doses to about 46.1 µM), without a hit: at the top dose growth rescue, usual class: activators; further: potency means the concentration at half of the fitted maximal effect; nearly all actives have a fitted effect of over 55% in size
#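 Yeast growth medium received pinned compounds, then yeast cells expressing toxic A-beta were added; plates incubated at 30 C for 48 hr. Growth read as absorbance at 600 nm, normalized to DMSO and equimolar FeCl3 plus clioquinol controls.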
# aSyn yeast inh = alpha-synuclein toxicity inhibition in yeast; Potency, µM (highest dose often 46.1 µM), inactives show at the top dose growth rescue (activation), hits mostly activators; Yeast expressing alpha-synuclein, growth rescue, BacTiter-Glo, 24 h; hit rate 0.14% among 370,000; AID 652106; further: potency means the concentration at half of the fitted maximal effect; % of control where 0% means no effect; nearly all actives have a fitted effect of over 65% in size
#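 Rescue of yeast growth: cells expressing toxic alpha-synuclein, induced in galactose at OD600 0.02, incubated with compound 24 h at 30 C. ATP luminescence quantified growth; inhibitors of toxicity appear as activators.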
# Akt phos inh = Akt phosphorylation inhibition; activity change, % for hits at 50 µM; Neuro2A IGF-stimulated pAkt S473 HTRF, 20 min; active compounds read low; hit rate 0.32% among 360,000; in the data active means activity change below about -80%; inconclusive means mostly about -51% to -80%; further: on the % scale 0 is the no-effect control and ±100 the full control effect
#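 Neuro2A cells (4,500/well, DMEM with 0.5% FBS) were treated with compound at a single 50 µM final concentration, stimulated with 6 nM IGF for 20 min at 37 °C, and lysed. Phospho-Akt Ser473 was read by HTRF as 665/615 ratio ×10^4.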
# TDP-43 yeast inh = TDP-43 toxicity inhibition in yeast. TDP-43 expressing yeast growth rescue, BacTiter-Glo, 24 h. hit rate 1.8% among 410,000. Potency, µM (doses to about 46.1 µM), inactives show at the highest dose growth rescue (activation), usual class: activators; further: potency means the concentration at half of the fitted maximal effect; % of control where 0% means no effect; nearly all actives have a fitted effect of over 50% in size
#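 Galactose-induced TDP-43 yeast, OD600=0.02, compound pinned; 24 hr, 30 deg C; BacTiter-Glo luminescence for growth. Inhibitors of TDP-43 toxicity read as activators.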
# FUS yeast rescue = rescues growth of FUS-expressing yeast; S. cerevisiae FUS-expressing, growth rescue, OD600, 24 h; Potency, µM (top dose mostly 76.6 µM), for inactives: at the highest dose growth rescue (activation), most hits filed as activators; hit rate 0.24% among 390,000;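 further: potency means the concentration at half of the fitted maximal effect; plate controls were DMSO vehicle for no effect and reference control for full effect; nearly all actives have a fitted effect of over 55% in size; some results filed as inactive show a strong effect at the top dose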
#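 Read-out: OD at 600 nm after 24hr at 30C, reporting rescue of FUS-induced yeast toxicity. Cells at OD 0.005 in galactose (2%) minimal medium; compounds tested in a dilution series; CP55940 titration from 92uM final as control.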
# Numbers without * were called inactive; i = inactive; ? = inconclusive; / = not tested or not shown; & = joins results of further samples; [ ] = remark or other dose. Unless noted, the call rests on the fitted dose curve; in most records, active means well fitted curve in the direction sought with a large enough effect; inconclusive means small, poorly fitted or top-dose-only effect, or another doubt; inactive means no such curve, though single readings can be large; an effect the other way counts as inactive or inconclusive.
SMILES,PTHR1 agonist,GLP1R inv ag,GLP1R ag,DRD3 antagonist,Abeta rescue,aSyn yeast inh,Akt phos inh,TDP-43 yeast inh,FUS yeast rescue
CCCCNc1ccc(C(=O)Nc2cccc(C)n2)cc1[N+](=O)[O-],-22%,0%,11%,21,7%,-4%,i,1%,-3%
CCCCc1nn2c(=O)cc(COC(=O)C(C)Oc3ccccc3)nc2s1 (configuration not stated),7%,11%,/,/,-31%,/,/,-24%,20%
COCCN1C(=O)c2ccccc2C(C(=O)N2CCN(c3ccccn3)CC2)C1c1ccc(F)cc1 (configuration not stated),-13%,-22%,1%,-51*,2%,-4%,i,-5%,9%
Cc1ccc(CNC(=O)CCCn2nc(C)n3ccnc3c2=O)cc1,-24%,3%,-3%,16,5%,-3%,i,17%,-33%
COc1ccc(OC)c(CNC(=O)CCC(=O)N2Cc3cccc(OC)c3Oc3ncccc32)c1,-8%,21%,3%,9,-9%,3%,/,12%,2%
COC(=O)CN1C(=O)[C@H]2[C@@H](/C=C/c3ccccc3)N3C(=O)CN(Cc4ccc(-c5ccccc5)cc4)C(=O)[C@@]3(C)[C@H]2C1=O,-4%,6%,-4%,-13,5%,8%,i,5%,?
CCn1c(CC(=O)Nc2ccc(C)cc2)n[nH]c1=S,0%,3%,0%,6,-24%,3%,i,-20%,20%
CC1CN(c2ccc([N+](=O)[O-])cc2C(=O)N2CCOCC2)CC(C)N1 (configuration not stated),i,19%,-12%,3,1%,-7%,i,19%,/
COc1ccc(-c2csc3ncnc(Nc4cccc(OC)c4)c23)cc1,i,?,/,/,-20%,/,/,1%,20%
O=C(CCc1nc(CN2CCN(S(=O)(=O)c3ccc(F)cc3)CC2)no1)N1CCCCC1,i,-2%,/,/,7%,/,/,2%,10%
COc1ccc(N2CCN(C(=O)c3cc(=O)c4cc(C)c(C)cc4o3)CC2)cc1,i,2%,14%,0,7%,1%,i,-2%,32%
Cc1ccc(C)c(NS(=O)(=O)c2cc3c4c(c2)C(C)C(=O)N4CCC3)c1 (configuration not stated),7%,11%,/,/,-20%,/,/,-7%,12%
COC(=O)c1ccc(NC(=O)N(c2ccccc2)c2ccccc2)cc1,i,-6%,-2%,-2,/,-1%,i,10%,-22%
CCOC(=O)N1CCN(C(=O)CSc2ccc(-c3ccccc3)nn2)CC1,-69%[inhibitor],-18%,3%,1,-12%,9%,i,-7%[9.22 µM],1%
Cc1nc2cc(-c3cccc(F)c3)nn2c(N2CCN(C(=O)c3ccco3)CC2)c1C,-12%[57.5 µM],2%,?,-8,-20%,3%,/,5%,17%
Cc1ccc(-n2ncc(C(=O)NCCCN3CCN(C)CC3)c2C2CCN(C(=O)OC(C)(C)C)CC2)c(C)c1,i,3%,/,/,-12%,/,/,-11%,17%
c1ccc(CNc2nc(NCc3ccco3)nc(N3CCOCC3)n2)cc1,i,?,28%,2,-8%,3%,i,21%,32%
Cc1cccc(C)c1NC(=O)CN(C)C(=O)c1ccc(COc2ccccc2)cc1,-7%,?,0%,-12,5%,17%,i,-4%,41%
CCOc1ccccc1NC(=O)CSc1nc2c(c(=O)n1C)SC(C)C2 (configuration not stated),-61%[inhibitor],7%,4%,5,-14%,-1%,i,23%,6%
O=C(CN1CCCCCC1)Nc1ccccc1Cl,-3%,?,-5%,-1,-12%,0%,i,1%,?
O=C(CCNC(=O)Cn1ccc2ccccc2c1=O)NCc1ccc(F)cc1Cl,-1%,9%,-2%,1,7%,-3%,i,-6%,17%
Cc1ccc(-c2nc(-c3ccccn3)no2)cc1,-5%,0.89µM*,-28%,11,-72%[inhibitor],-51%[inhibitor],i,-44%[inhibitor],-19%
O=C1CCCC(=O)C1CS(=O)(=O)c1ccccc1,-6%,-2%,5%,-12,-4%,2%,i,-2%,-12%
C#CCOCCOCCOCCNc1nc(N2CCN(C(=O)[C@H]([C@@H](C)CC)n3cc(CCCCN)nn3)CC2)nc(N2CCN(C(=O)[C@H](C)n3cc(CCCN=C(N)N)nn3)CC2)n1,-23%,2%,-1%,2,-16%,-4%,i,17%,-11%
COc1ccccc1NS(=O)(=O)c1cc(NC(=O)C2=NNC(=O)CC2)ccc1C,-8%,5%,5%,-6,-5%,-2%,i,5%,7%

# Remaining list, next part.
SMILES,PTHR1 agonist,GLP1R inv ag,GLP1R ag,DRD3 antagonist,Abeta rescue,aSyn yeast inh,Akt phos inh,TDP-43 yeast inh,FUS yeast rescue
CC1(C)CC(=O)C2=C(C1)N(c1ccccc1C#N)C(N)=C(C#N)C2c1cccs1 (configuration not stated),-20%,?,-8%,?,14%,17%,i,24%,?
N#Cc1ccccc1CN1C(=O)NC(Cc2c[nH]c3ccccc23)C1=O (configuration not stated),i,14%,2%,4,8%,2%,i,11%,1%
COC(=O)c1cccc(N(C(=O)c2cnccn2)C(C(=O)NC2CCCCC2)c2cn(C)nc2C)c1 (configuration not stated),-1%[57.5 µM],2%,0%,18,-5%,4%,i,17%,20%
CSc1nnnn1-c1cccc(O)c1,-5%[57.5 µM],0%,-2%,-9,-1%,-1%,i,22%,27%
CCn1c(SCC(=O)Nc2cc(NC(C)=O)ccc2OC)nnc1-c1ccccn1,i,33%[activator],0%,?,-9%,8%,/,-18%,19%
CC(Nc1ccc(-c2nc(-c3ccco3)no2)cc1[N+](=O)[O-])c1ccccc1 (configuration not stated),i,9%,/,/,-29%,/,/,-7%,12%
CCOc1ccccc1NC(=O)[C@@H](NC(=O)c1ccccc1F)C(C)C,i,?,17%,-6,-5%,-8%,i,-18%,26%
O=C(Cc1ccc(Cl)cc1)OCC(=O)c1ccc[nH]1,-44%[inhibitor],?,13%,-4,31%,-1%,i,29%,-13%
CCOC(=O)c1c(-c2ccc(C)cc2)csc1NC(=O)c1cc(-c2ccc(C)c(F)c2)on1,i,1%,/,/,-3%,/,/,12%,-15%
Cc1ccc(NC(=O)Cn2c(SCc3cccc(F)c3)nc3ccncc32)c(C)c1,-9%,8%,/,/,-8%,/,/,10%,-5%
CCN1CCC(N(Cc2ccc3c(c2)OCO3)C(=O)Nc2ccc(Br)c(C)c2)CC1,i,-26%,/,/,-1%,/,/,-3%,-6%
CSc1ccccc1NC(=O)c1onc(C)c1Cl,-33%[inhibitor],-18%,10%,-20,-25%,-2%,i,15%,-25%
COc1ccc(N2C(=O)C3CCCN3C2c2ccc(F)cc2)cc1Cl (configuration not stated),i,16%,11%,5,20%,1%,i,5%,35%
COc1cccc(C(O)c2nc(-c3cccc(C(=O)O)c3)cs2)c1 (configuration not stated),-31%[inhibitor],-1%,-5%,-23,-3%,1%,i,2%,-14%
O=Cc1ccccc1OCCOc1ccc([N+](=O)[O-])cc1,-1%,-15%,13%,4,2%,7%,i,-42%[inhibitor],7%
CCOc1ccc(-c2cc(C(=O)NCCc3ccc(OC)c(OC)c3)[nH]n2)cc1,i,0%,/,/,17%,/,/,0%,-27%
COCCn1c(SCC(=O)NCc2ccc3c(c2)OCO3)nc2ccccc2c1=O,14%,1%,10%,-20,-2%,0%,i,-28%[0.397 µM],32%
CCCSc1nnc2n(N)c(=O)c3ccccc3n12,-2%[57.5 µM],0%,0%,20,4%,-14%,i,4%,19%
COc1ccccc1C(=O)NCCCCNC(=O)c1ccccc1OC,i,20%,0%,4,-6%,8%,i,14%,4%
CCSc1nnnn1-c1ccccc1,i,2%,-8%,-9,3%,1%,i,9%,-3%
O=C(NCc1ccccc1)NC(O)C(Cl)(Cl)Cl (configuration not stated),i,1%,18%,-8,-5%,-3%,i,-22%,-9%
CCCc1nc2ccc(NC(=O)NCCC(=O)OCC)cc2c(=O)n1Cc1cccc(Cl)c1,i,?,2%,2,6%,3%,i,6%,1%
CCCC(=O)Nc1cc2c3c(c1)CCN3C(=O)CC2,i,31%[activator],4%,0,-2%,-6%,i,-2%,8%
O=S(=O)(NCCc1ccccc1)c1ccc(F)cc1Br,-19%,-16%,12%,36,17%,6%,i,38%,6%
COc1ccc(C2C(C(=O)c3cccs3)=C(O)C(=O)N2Cc2cccnc2)cc1OC (configuration not stated),i,9%,-1%,6,-6%,-10%,i,18%,18%

# (continued)
SMILES,PTHR1 agonist,GLP1R inv ag,GLP1R ag,DRD3 antagonist,Abeta rescue,aSyn yeast inh,Akt phos inh,TDP-43 yeast inh,FUS yeast rescue
Cc1cc(OCC(=O)N2CCC(C(N)=O)CC2)c2c(C)c(C)c(=O)oc2c1,-4%,0%,-2%,-21,-18%,2%,i,-7%,-10%
COc1ccc(S(=O)(=O)N2CCCCCC2)cc1NC(C)C(=O)Nc1ccc(NC(C)=O)cc1 (configuration not stated),0%,2%,-3%,-23,4%,5%,i,25%,/
CC(C(=O)Nc1nccs1)c1ccc([N+](=O)[O-])cc1 (configuration not stated),-16%,?,-2%,-8,-15%,0%,i,0%,-2%
COC(=O)c1cc2sccc2n1Cc1nc(-c2ccc(Cl)cc2)oc1C,-2%&-9%,?,5%,-4,1%&15%,9%,i,9%&6%,9%&10%
COc1cc(C)c(CN2CCN(C(=O)CCC(=O)c3ccc(C)s3)CC2)cc1OC,i,1%,-1%,-3,-8%,-3%,i,4%,-20%
Cc1cc(Nc2ccc(C)c(Cl)c2)n2nc(Cc3ccccc3)nc2n1,-21%,8%,/,/,0%,/,/,22µM*,33%
Cc1cc(C)n(-c2cc(=O)n(C)c(=O)n2C)n1,0%[57.5 µM],2%,-13%,-9,2%,2%,i,10%,9%
C[C@H](NC(N)=O)C(=O)N1CCN(S(=O)(=O)c2ccc3ccccc3c2)CC1,-2%,14%,9%,1,-6%,-5%,i,0%,6%

# High-throughput results deposited in PubChem by National Center for Advancing Translational Sciences (NCATS).

# Not all compounds are listed; the hit share may differ from the screen's.
